# Compound activity: PubChem BioAssay, National Center for Advancing Translational Sciences (NCATS)
# AID inh – inhibitors of human activation induced cytidine deaminase | AID deamination FRET fluorescence, UDG-coupled, 4 h | Potency, µM (series often up to 115 µM), for the others: at the top dose activity change, negative = inhibition, actives largely listed as inhibitors | hit rate 0.32% among 91,000 | AID 1347428 | Q9GZX7; note: nearly all actives have a fitted effect of over 25% in size
# Target sequence (Q9GZX7 whole entry, looked up): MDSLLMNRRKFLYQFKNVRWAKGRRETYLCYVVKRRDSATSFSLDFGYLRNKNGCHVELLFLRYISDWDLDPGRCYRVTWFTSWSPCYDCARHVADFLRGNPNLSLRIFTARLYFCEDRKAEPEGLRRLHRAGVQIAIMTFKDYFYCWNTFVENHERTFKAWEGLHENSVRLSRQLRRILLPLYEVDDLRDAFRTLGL
# UDG counterscr – blocks uracil-DNA glycosylase in AID counter-screen. hit rate 0.14% among 91,000. Potency, µM (series often up to 115 µM), inactives show at the highest dose activity change, negative = inhibition, hits mostly inhibitors. FRET deamination/UDG coupled assay, UDG read, 4 h; note: nearly all actives have a fitted effect of over 65% in size
# * marks the source's active call; other numbers are inactive results; ? = inconclusive; & = joins results of further samples; [ ] = remark or other dose. Calls come from the whole dose curve; as a rule, active = well fitted curve in the direction sought with a large enough effect; inconclusive = small, poorly fitted or top-dose-only effect, or another doubt; inactive = no such curve, though single readings can be large; an effect the other way counts as inactive or inconclusive. % is set by controls: 0 for no effect and ±100 for the full control effect; potency is the fitted concentration of half-maximal effect. A portion of the library; the hit share may differ from the screen's.
SMILES,AID inh,UDG counterscr
O=C(NCc1ccc2c(c1)CCN2C(=O)c1ccccc1)c1ccco1,1%,?
CN(C)C(=S)c1ccc2c(c1)OCO2,5%,4%
COc1cc(C(=O)Oc2ccccc2C#N)cc(Br)c1OCc1ccccc1,-3%,-4%
Cc1cc(C)n(-c2ccc(=O)n(CC(=O)Nc3ccc(C(N)=O)cc3)n2)n1,2%,8%
CCN(c1ccc(-c2csc(-c3ccccc3)n2)cc1)S(C)(=O)=O,-7%,-1%
N#CCCN(C(=O)COC(=O)c1nn(-c2ccccc2)c(=O)c2ccccc12)c1ccccc1,-9%,1%
O=C(O)C1CCCN(C(=O)c2ccoc2)C1 (stereo not drawn),8%,8%
O=C(NC1CCCc2ccccc21)c1ccc2c(c1)sc1nc(-c3ccccc3)cn12 (stereo not drawn),7%,1%[57.5 µM]
COc1ccccc1OCCC(=O)NC12CC3CC(CC(C3)C1)C2,-6%,-6%
CCOC(=O)c1c(NC(=O)CN2CCC(C)CC2)sc2c1CC(C)(C)OC2,-15%,-10%
Cc1ccc(Cn2ccc(NC(=O)C3=CC(c4ccc(C)cc4)=NS(=O)(=O)N3C)n2)cc1,2%,4%
Cc1nc2nc(NCc3ccccc3)[nH]n2c(=O)c1CCC(=O)Nc1ccc2ccccc2c1,-14%,-2%
CC(=O)Nc1ccc(OCCC2CCCCC2)cc1,-6%,-5%
Cc1ccc(NC(=O)CN2C(=O)COc3ccc(S(=O)(=O)N4CCCCC4)cc32)cc1N(C)C,-15%,1%[57.5 µM]
O=C(NCc1cccc(Br)c1)C1CCN(C(=O)c2sccc2-n2cccc2)CC1,?,-10%
CCOc1ccccc1CNc1ncnc2onc(-c3ccc(F)cc3)c12,-3%,24%
O=C(C1=C(O)C(=O)N(CCc2ccccc2)C1c1ccncc1)c1ccco1 (stereo not drawn),-9%,3%
CCN(CC)CCNC(=O)c1cc2c(=O)[nH]c3ccc(C)cc3c2s1,6%,-2%
Clc1ccc(CSc2cc(-c3ccccc3)c3ccccc3n2)cc1,-2%,6%
Cc1cc2oc(C(=O)Nc3c(C)n(C)n(-c4ccccc4)c3=O)c(C)c2cc1Cl,-7%,6%
COc1ccc(S(=O)(=O)c2cnc(SCC(=O)Nc3cc(F)ccc3C)[nH]c2=O)cc1Cl,-15%,-2%
Cc1ccc(C)c(-c2nc(NC(=O)c3cc(C)on3)sc2C)c1,-13%,1%
CCCCCCc1cc2cc(-c3nnc(-c4ccc(C)cc4)o3)c(=O)oc2cc1O,5%,-13%
O=C(COc1ccc(F)cc1)Nc1nnc(S(=O)(=O)N2CCc3ccccc32)s1,0%,-1%
CC(=O)Nc1cccc(Nc2nc3ccccc3n3c(C)nnc23)c1,1%,5%
Cc1c(CO)[nH]c2ccc(Br)cc12,-11%,-8%
CC(C(=O)N(C)CC(=O)Nc1ccccc1C(F)(F)F)N1CCCC(C(F)(F)F)C1 (stereo not drawn),-6%,-3%
CCS(=O)(=O)N1CC(=O)N(c2cccc(Cl)c2C)C(C)(C(=O)NC2CCCCC2)C1 (stereo not drawn),19%,-17%
O=C(Cn1ncc(=O)c2ccccc21)N1CCCC1c1ccc2c(c1)OCCCO2 (stereo not drawn),-7%,1%
O=C(O)CN(CCN(CC(=O)O)CC(=O)O)CCN(CC(=O)O)CC(=O)O,7%&2%,1%&-2%
N#Cc1ccc(/C=N/Nc2ccccc2Cl)cc1,-22%,-6%
COc1cc(C2CC(=O)Nc3c2c(C)nn3-c2nncc(-c3ccc(C)cc3)n2)cc(OC)c1OC (stereo not drawn),-20%,14%
CC(C)c1cccc(NC(=O)Cc2c[nH]c3ccccc23)c1,-22%,-14%
O=C(O)CNS(=O)(=O)c1ccc2c(c1)CCC2,17%,-5%
Cc1cc(C)c2[nH]c(C(=O)O)cc2c1,14%,1%
Cc1c(C)[n+](=O)c(-c2ccc(F)cc2)c(C)n1[O-],-2%,10%
CCOC(=O)N1CCN(C(=O)c2cnn(-c3cccc(F)c3)c2-n2cccc2)CC1,-1%,-3%
N#C/C(=C/c1cc(Cl)ccc1OCc1cccnc1)c1ccc(C(F)(F)F)cn1,1%,-1%
O=C(Nc1c(-c2ccccc2)nc2sccn12)c1ccc(S(=O)(=O)N2CCOCC2)cc1,3%,7%
CN(CC(=O)Nc1ccccc1Cl)C(=O)COc1ccc2oc3c(c2c1)CCCC3,-20%,-2%
COC(=O)Cc1c(C)nc2nc(-c3ccc(C)cc3)[nH]n2c1=O,-3%,-15%
CN(CCCC(=O)N1CCc2ccccc2C1)S(=O)(=O)c1ccc(F)cc1,-7%,-2%
Cc1cc(Br)ccc1NC(=O)CN(C)Cc1ncc(-c2ccc(F)cc2)o1,-23%,-17%
Cc1cc(C(=O)NC2CCCc3ccccc32)cs1 (stereo not drawn),-7%,-7%
CCCCCCCCSCCCCCCCO,-10%,-11%
Cc1ccc(NC(=O)CCCn2cnc3c2c(=O)n(C)c(=O)n3C)cc1,2%,8%
CCOc1ccc(Nc2nc3c(S(=O)(=O)c4ccc(C(C)C)cc4)nnn3c3ccsc23)cc1,18%,-12%
COc1ccc(/C=C/C(=O)Nc2nc(-c3cccs3)ns2)cc1OC,4%,4%[57.5 µM]
CCCS(=O)(=O)c1ncc(Cl)c(C(=O)N2CCN(c3ccc(OC)cc3)CC2)n1,1%,-4%
Cc1c(O)ccc2c(CN3CCN(CCO)CC3)cc(=O)oc12,-3%,1%

# Additional results.
SMILES,AID inh,UDG counterscr
CCC(CO)Nc1nc2c(c(=O)n(Cc3ccc(Cl)cc3Cl)c(=O)n2C)n1C (stereo not drawn),-18%,-9%
CCc1cccc2c(C(=O)O)cc(-c3cccnc3)nc12,-3%,-2%
O=C(NCc1ccc2c(c1)CCN2C(=O)c1ccccc1)c1ccccc1,9%,2%
O=C(CSc1nc2nc[nH]c2c(=O)[nH]1)NCc1ccccc1Cl,10%,5%
CSc1ccc(CCNC(=O)C2CCCN(c3nn4cc(-c5ccc(F)cc5)nc4s3)C2)cc1 (stereo not drawn),0%,2%
N#Cc1c(-c2ccc(Cl)cc2)cc(-c2ccc(Br)cc2)c(C#N)c1N,4%,4%
COc1ccc(N2CCN(CCCNC(=O)c3cc(Nc4ccccc4OC)nc4ccccc34)CC2)cc1,11%,-12%[57.5 µM]
Cc1ccc(C(=O)NC(C)(C)CO)cc1,3%,2%
Cc1ccc2oc(=O)c3cnn(CC(=O)Nc4cccc(C(F)(F)F)c4)c3c2c1,-19%,-8%
Cc1nc(-c2cccc(F)c2)sc1CCNC(=O)C(=O)Nc1ccc2c(c1)OCCO2,14%,42%[activator]
O=C(Nc1sc2c(c1C(=O)O)CCC2)c1cccs1,-6%,3%
COc1ccc(C(=O)Sc2ccc(Cl)cc2)cc1,2%,6%
CC1=C(C(=O)Nc2cccc(C)c2C)C2(CCCCC2)OC1=O,8%,0%
Cc1cc(C)n2c(Nc3ccc(C(C)C)cc3)c(-c3ccsc3)nc2n1,?,?
Cc1ccc(CNC(=O)C2CCN(S(=O)(=O)c3ccc4c(c3)oc(=O)n4C)CC2)cc1,4%,-9%
COc1cc2c(cc1OC)C(COc1ccc(F)cc1)N(C(=O)Cc1ccccc1)CC2 (stereo not drawn),?,-20%
Cc1c(C(=O)c2cccc(C(F)(F)F)c2)c2ccccn2c1CCC#N,-20%,-16%
Cc1ccc(S(=O)(=O)NCc2nc3nc(C)cc(C)n3n2)cc1,-6%,-10%[57.5 µM]
N#CCCN1CCN(C(C(=O)O)c2cn(CCC(=O)O)c3ccc(Br)cc23)CC1 (stereo not drawn),-5%,5%
O=C(NC1CC(=O)N(c2cccc(F)c2)C1)C1CC1 (stereo not drawn),-1%,-4%

# 26 consecutive compounds already listed:
SMILES,AID inh,UDG counterscr
CN(CCCC(=O)N1CCc2ccccc2C1)S(=O)(=O)c1ccc(F)cc1,-7%,-2%
Cc1cc(Br)ccc1NC(=O)CN(C)Cc1ncc(-c2ccc(F)cc2)o1,-23%,-17%
Cc1cc(C(=O)NC2CCCc3ccccc32)cs1 (stereo not drawn),-7%,-7%
CCCCCCCCSCCCCCCCO,-10%,-11%
Cc1ccc(NC(=O)CCCn2cnc3c2c(=O)n(C)c(=O)n3C)cc1,2%,8%
CCOc1ccc(Nc2nc3c(S(=O)(=O)c4ccc(C(C)C)cc4)nnn3c3ccsc23)cc1,18%,-12%
COc1ccc(/C=C/C(=O)Nc2nc(-c3cccs3)ns2)cc1OC,4%,4%[57.5 µM]
CCCS(=O)(=O)c1ncc(Cl)c(C(=O)N2CCN(c3ccc(OC)cc3)CC2)n1,1%,-4%
Cc1c(O)ccc2c(CN3CCN(CCO)CC3)cc(=O)oc12,-3%,1%
CCC(CO)Nc1nc2c(c(=O)n(Cc3ccc(Cl)cc3Cl)c(=O)n2C)n1C (stereo not drawn),-18%,-9%
CCc1cccc2c(C(=O)O)cc(-c3cccnc3)nc12,-3%,-2%
O=C(NCc1ccc2c(c1)CCN2C(=O)c1ccccc1)c1ccccc1,9%,2%
O=C(CSc1nc2nc[nH]c2c(=O)[nH]1)NCc1ccccc1Cl,10%,5%
CSc1ccc(CCNC(=O)C2CCCN(c3nn4cc(-c5ccc(F)cc5)nc4s3)C2)cc1 (stereo not drawn),0%,2%
N#Cc1c(-c2ccc(Cl)cc2)cc(-c2ccc(Br)cc2)c(C#N)c1N,4%,4%
COc1ccc(N2CCN(CCCNC(=O)c3cc(Nc4ccccc4OC)nc4ccccc34)CC2)cc1,11%,-12%[57.5 µM]
Cc1ccc(C(=O)NC(C)(C)CO)cc1,3%,2%
Cc1ccc2oc(=O)c3cnn(CC(=O)Nc4cccc(C(F)(F)F)c4)c3c2c1,-19%,-8%
Cc1nc(-c2cccc(F)c2)sc1CCNC(=O)C(=O)Nc1ccc2c(c1)OCCO2,14%,42%[activator]
O=C(Nc1sc2c(c1C(=O)O)CCC2)c1cccs1,-6%,3%
COc1ccc(C(=O)Sc2ccc(Cl)cc2)cc1,2%,6%
CC1=C(C(=O)Nc2cccc(C)c2C)C2(CCCCC2)OC1=O,8%,0%
Cc1cc(C)n2c(Nc3ccc(C(C)C)cc3)c(-c3ccsc3)nc2n1,?,?
Cc1ccc(CNC(=O)C2CCN(S(=O)(=O)c3ccc4c(c3)oc(=O)n4C)CC2)cc1,4%,-9%
COc1cc2c(cc1OC)C(COc1ccc(F)cc1)N(C(=O)Cc1ccccc1)CC2 (stereo not drawn),?,-20%
Cc1c(C(=O)c2cccc(C(F)(F)F)c2)c2ccccn2c1CCC#N,-20%,-16%

# The list goes on.
SMILES,AID inh,UDG counterscr
O=C(NCC(c1cccnc1)N1CCc2ccccc21)c1cccc(Br)c1 (stereo not drawn),?,-3%
CC(=O)c1ccc(NC(=O)COCc2cc(-c3ccc(F)cc3)on2)cc1,11%,4%
Cc1ccc(CNC(=O)/C=C/c2ccccc2)o1,6%,9%
CN1CCOC(CNC(=O)Cc2ccc(F)c(Br)c2)C1 (stereo not drawn),-8%,4%
O=c1c2ccc(Cl)cc2ncn1Cc1coc(-c2cccs2)n1,3%,7%
Cc1oc(-c2ccc(C(=O)NCc3cccnc3)cc2)nc1CSc1ccccc1,-3%,6%
Cc1nc(N=Nc2ccc(S(=O)(=O)O)cc2S(=O)(=O)O)c(COP(=O)(O)O)c(C=O)c1O,9%,2%
C=CCOc1nc2c(c(=O)n(C)c(=O)n2C)n1Cc1ccc(Cl)cc1,4%,1%
COCCNc1nc2c(c(=O)n(Cc3ccccc3F)c(=O)n2C)n1C,2%,0%
O=C1CCCC(=O)C1CC1C(=O)CCCC1=O,4%,10%
COc1cccc(N2CC(NC(=O)C3CCCCC3)CC2=O)c1 (stereo not drawn),?,-7%
COc1ccccc1N1CCN(C(=O)Cn2c(=O)n3nc(-c4ccc(C)cc4)nc3c3ccccc32)CC1,1%,-8%[57.5 µM]
COc1ccc(Br)cc1S(=O)(=O)NCCN1CCCCCC1,-12%,0%
CCc1ccccc1Nc1nn2c(=O)c3ccc(C(=O)NCc4ccccc4OC)cc3nc2s1,-1%,-8%
Cc1ccc(CN(C(=O)c2cc3ccccc3[nH]2)C(C)C)o1,5%,-2%
CC1CCN(c2c(S(=O)(=O)c3ccccc3)cnc3cc4c(cc23)OCCO4)CC1,-18%,-6%
CCOC(=O)c1ccccc1NC(=O)Cn1c2ncccc2c(=O)n1-c1ccccc1,-2%,5%
COc1cc(NC(=O)COCc2cc(-c3ccc4c(c3)OCO4)on2)cc(OC)c1,-20%,?
